# GCN5L2 inh = blocks human GCN5L2 histone acetyltransferase. GCN5L2 HAT assay, ThioGlo1 CoA-SH fluorescence. Potency, µM (highest dose often 58.9 µM), for inactives: top-dose activity change, negative = inhibition, actives largely listed as inhibitors. actives 0.21% (n = 390,000). Q92830. AID 504327
#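 GCN5L2 (20 nM) in 50mM HEPES pH 7.5, 0.1mM EDTA, 0.01% Tween-20 preincubated 15 min with compounds at room temperature. Reaction started with H3(1-25) 75uM, acetyl-CoA 70uM, ThioGlo1 50uM; CoA-thiol fluorescence (Ex340/Em540) read at 0 and 20 min.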
# FEN1 inhibitor = human FEN1 inhibition | Recombinant FEN1 flap cleavage, fluorescence, 15 min | Potency, µM (series often up to 114 µM), without a hit: at the top dose activity change, negative = inhibition, usual class: inhibitors | actives 0.35% (n = 390,000) | AID 588795; note: nearly all actives have a fitted effect of over 65% in size
# Target sequence (P39748 whole entry, looked up): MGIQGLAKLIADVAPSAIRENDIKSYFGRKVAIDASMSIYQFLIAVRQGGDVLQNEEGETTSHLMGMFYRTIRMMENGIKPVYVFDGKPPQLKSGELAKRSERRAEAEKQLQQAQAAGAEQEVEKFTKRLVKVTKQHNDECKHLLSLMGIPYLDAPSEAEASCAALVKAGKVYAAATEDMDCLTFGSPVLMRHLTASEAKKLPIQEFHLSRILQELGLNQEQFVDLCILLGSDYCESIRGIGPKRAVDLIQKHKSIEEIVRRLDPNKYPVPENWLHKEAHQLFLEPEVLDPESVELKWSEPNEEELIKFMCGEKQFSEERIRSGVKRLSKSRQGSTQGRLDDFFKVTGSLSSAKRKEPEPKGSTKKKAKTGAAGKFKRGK
#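 Compounds are tested as a concentration series against 10 nM FEN1; after a 15 min room-temperature preincubation, 50 nM substrate starts cleavage, with plate reads at 0 and 15 min. Normalized responses are fitted by a Hill equation.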
# N370S GC = inhibits or activates N370S mutant glucocerebrosidase | P04062 | N370S GC spleen homogenate, 4MU-glucoside fluorescence | Potency, µM (titrated, usually from 59.4 µM), for the others: top-dose activity change, negative = inhibition, usual class: inhibitors | actives 0.092% (n = 330,000) | AID 2101;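 note: 0% = full enzyme activity and -100% = no enzyme basal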
# * hit, by the source's call; u = inconclusive; x = not tested or not shown; & = joins results of further samples; [ ] = another dose, or the depositor's remark. Calls come from the whole dose curve; as a rule, active = well fitted curve in the direction sought with a large enough effect; inconclusive = small, poorly fitted or top-dose-only effect, or another doubt; inactive = no such curve, though single readings can be large; an effect the other way counts as inactive or inconclusive. Unless noted, % is set by controls: 0 for no effect and ±100 for the full control effect; potency is the fitted concentration of half-maximal effect. These rows are one share of the data; count on the stated rates, not on these rows.
# Values run as follows: GCN5L2 inh, FEN1 inhibitor, N370S GC
- Cc1ccc(S(=O)(=O)NC2=NCN(CCOC(=O)c3ccc([N+](=O)[O-])cc3)CN2)cc1
→ -4%, -4%, 1%
- CCOC(=O)c1ccccc1CN1C(=O)c2ccccc2S1(=O)=O
→ -1%, -13%, 11%
- Fc1cccc(C2CCCCN2Cc2nc(C3CC3)no2)c1 (stereo not drawn)
→ 2%, 5%, 1%
- Cc1ccc(OCC(=O)Nc2ccc(S(=O)(=O)Nc3ccccn3)cc2)cc1C
→ -18%, 8%, -1%
- COc1ccccc1NS(=O)(=O)c1cc(NC(=O)c2cc(=O)[nH]c3ccccc23)ccc1N1CCOCC1
→ -4%, -12%, -15%
- Cc1ccccc1CSc1nnc(-c2ccccn2)n1N
→ -1%, -2%, 8%
- CC(=O)c1c(C)[nH]c(C(=O)OCC(=O)N(C)C)c1C
→ -14%, -1%, -17%
- Clc1ccc2oc(SCc3cccnc3)nc2c1
→ 1%, -23%, 2%
- CO/N=C(/C(=O)N[C@@H]1C(=O)N2C(C(=O)O)=CCS[C@H]12)c1cnc(N)s1
→ -3%, x, -22%
- Cc1ccc2c(c1)C(=O)c1ccccc1CS2=O (stereo not drawn)
→ -1%, -8%, -2%
- Cc1ccc(-n2cnc3cc(C(=O)NC4CCCCCC4)ccc32)c(C)c1
→ -14%, 4%, x
- Cc1cc(C)cc(NC(=O)CSc2nnc(-c3ccccc3Br)o2)c1
→ -4%, -24%, 27%
- COc1cc(N2N=C(c3ccccc3)CC2c2ccccc2)c(C=O)cc1C=O (stereo not drawn)
→ 2%, 2%, -2%
- Cc1cccc(CNC(=O)c2cnc3sc(N4CCOCC4)nn3c2=O)c1
→ -2%, -6%, x
- Cc1ccc(C(NC(=O)c2ccccc2S(C)(=O)=O)c2ccccc2)cc1 (stereo not drawn)
→ -6%, -11%, -13%
- CCOc1ccc(C(=O)NNC(=O)CN2C(=O)NC3(CCCC3)C2=O)cc1
→ 1%, 12%, x
- S=C(NC1CC2CCC1C2)N1CCN(c2cccc(Cl)c2)CC1 (stereo not drawn)
→ -3%, -14%, 14%
- Cc1noc(C)c1C(=O)NC(C)c1ccc2c(c1)OCO2 (stereo not drawn)
→ -5%, 8%, 1%
- CN(Cc1ccccc1)C(=O)c1ccc(NC(=O)Cc2cccc(NC(=O)C3CCN(C(=O)C4CCC4)CC3)c2)cc1
→ 3%, 19%, x
- CSc1cccc(NC(=O)CSc2ccccc2)c1
→ -2%, -4%, 5%
- O=C(N/N=C/c1ccco1)c1cccc(NC(=O)c2ccccc2Cl)c1
→ -7%, -4%, -11%
- COCCNC(=O)Cn1c(=O)n(CCCCCC(=O)NCc2ccc3c(c2)OCO3)c(=O)c2sccc21
→ -9%&-4%, -7%, 5%
- CCOC(=O)CC1COc2ccccc2N1C(=O)c1cccc([N+](=O)[O-])c1 (stereo not drawn)
→ -1%, -13%, -9%
- CCOC(=O)C1=C(CN2CCN(CC)CC2)NC(=O)NC1c1ccc(Cl)cc1 (stereo not drawn)
→ -9%, 12%, x
- COc1ccc(N2CCN(S(=O)(=O)c3ccc4c(c3)NC(=O)C(C)C(=O)N4)CC2)cc1 (stereo not drawn)
→ -3%, -2%, -20%
- Cc1[nH]c2ccccc2c1/C=C(/C#N)C(=O)NC(C)C
→ 18%, 15%, -6%
- Cc1ccc(Cn2c(CNC(=O)c3ccc(Cl)c([N+](=O)[O-])c3)nc3cccnc32)cc1
→ u, -11%, x
- O=C(C[n+]1ccc(-c2nnc3n2CCC3)cc1)c1ccc(Cl)c(Cl)c1
→ 2%, 0%, 1%
- O=C(Nc1ccncc1)Nc1cc(Cl)ccc1Cl
→ 1%, -15%, u
- COc1cc(C=O)ccc1OCc1c(C)noc1C
→ -3%, 2%, 0%[12.8 µM]
- CC(=O)c1c(NC(=O)c2ccccc2)[nH]c(-c2ccccc2)nc1=S
→ -13%, -1%, 8%
- NC(=O)COC(=O)/C=C/c1ccc2ccccc2n1
→ -11%, 0%, -10%
- CCOC(=O)c1cnc2ccc(C(=O)OC)cc2c1NCc1ccco1
→ 1%, x, 22%
- COc1cc(/C=N/NC(=O)c2ccc(-c3ccccc3)cc2)cc(OC)c1OC
→ 0%, 8%, -1%
- N#C/C(=C\c1ccncc1)c1nc2c(s1)CCCC2
→ 3%, 14%, -2%
- Nc1nonc1-c1nc2ccccc2n1CC(=O)Nc1ccccc1C(=O)O
→ -1%, 2%, x
- COc1ccc(C(=O)COc2ncnc3cc(Cl)ccc23)cc1
→ 1%, 1%, 5%
- N#CC1(NC(=O)CN2C(=O)c3ccc([N+](=O)[O-])cc3C2=O)CCCCC1
→ 2%, 0%, -2%
- ClC(Cl)Cl
→ -28%, x, -7%
- O=[N+]([O-])c1cc(S(=O)(=O)NC2=NCCCCC2)ccc1NCC1CCCCC1
→ -8%, -12%, 22%

# Rewritten bar-delimited: part of the list above.
SMILES | GCN5L2 inh | FEN1 inhibitor | N370S GC
CCOC(=O)CC1COc2ccccc2N1C(=O)c1cccc([N+](=O)[O-])c1 (stereo not drawn) | -1% | -13% | -9%
N#CC1(NC(=O)CN2C(=O)c3ccc([N+](=O)[O-])cc3C2=O)CCCCC1 | 2% | 0% | -2%
ClC(Cl)Cl | -28% | x | -7%
Cc1ccc(Cn2c(CNC(=O)c3ccc(Cl)c([N+](=O)[O-])c3)nc3cccnc32)cc1 | u | -11% | x
Cc1[nH]c2ccccc2c1/C=C(/C#N)C(=O)NC(C)C | 18% | 15% | -6%

# (cont.)
# Values run as follows: GCN5L2 inh, FEN1 inhibitor, N370S GC
- CC(C)=CC(O)C/C(C)=C/COc1ccc2ccc(=O)oc2c1 (stereo not drawn)
→ u, -1%, 5%
- COc1cccc(OC)c1C(=O)Nc1ccc2c(c1)N(S(=O)(=O)c1cccs1)CCC2
→ -4%, -12%, 12%
- Cc1ccc(S(=O)(=O)Nc2ccccc2N2CCCCC2)cc1
→ -6%, -2%, x
- COc1cc(OC)c(C(=O)Oc2ccc3c(c2)OCO3)cc1OC
→ -4%, -2%, -24%
- CN1C(=O)Cc2cc(S(=O)(=O)CCC(=O)Nc3ccc(OC(F)(F)F)cc3)ccc21
→ -18%, -10%, x
- COc1ccc2nc(SCC(=O)Nc3cc(OC)c(OC)cc3C(=O)O)c(C)cc2c1
→ 2%, -11%, 17%
- O=C(CCCNC(=O)/C(=C/c1ccccc1F)NC(=O)c1ccccc1)OCc1ccccc1
→ 0%, -5%, 3%
- CCOC(=O)C(Oc1ccc2c(-c3ccccc3)cc(=O)oc2c1)c1ccccc1 (stereo not drawn)
→ -9%, 1%, -10%
- CC(=O)c1ccc(NC(=O)CSc2nnc(NC(=O)NC3CCCCC3)s2)cc1
→ -24%, -2%, x
- CC(Sc1nnc(-c2cccnc2)o1)C(=O)NC1CCCC1 (stereo not drawn)
→ 0%, -3%, x
- COc1ccc(CCn2c(=S)[nH]c3cc(C(=O)NCc4ccco4)ccc3c2=O)cc1OC
→ -10%, 2%, 7%
- CCC(C(=O)NCc1ccccn1)n1c2ccccc2c2nc(=O)cc(C)n21 (stereo not drawn)
→ -14%, 5%, -1%
- CCOC(=O)c1cnc2c(ccc3ccccc32)c1Nc1ccc(OCC)cc1
→ 13%, -19%, x
- CN1CCN(c2ccccc2NC(=O)c2cc3ccccc3o2)CC1
→ -2%, -20%, -21%
- Cc1ccc(C(=O)NCCCNC(=O)COc2ccc(Cl)cc2)cn1
→ -1%, -14%, 1%
- O=c1cnn(Cc2ccc(Cl)c(Cl)c2)c2ccccc12
→ -2%, -2%, -2%
- Cc1nnc(SCC(=O)NCc2ccccc2Cl)c2nn(-c3ccccc3)c(C)c12
→ -12%, 11%, x
- CCCc1nnc(NC(=O)C(=O)NCCN(CC)CC)s1
→ 1%, -2%, 2%
- Cc1ccc(NC(=O)CSc2ncn[nH]2)cc1C
→ 1%, -12%, x
- O=C(Nc1cccnc1)C1CCCN1S(=O)(=O)c1ccc(Cl)c(Cl)c1 (stereo not drawn)
→ 1%, -14%, -5%
- CCc1nnc(NC(=O)CSc2ncc(-c3ccccc3)[nH]2)s1
→ -2%, -5%, 9%
- Cc1c(Cl)ccc2sc(N3CCN(C(=O)C(C)C)CC3)nc12
→ -8%, 11%, x
- CCCN1C(=O)c2ccc(C(=O)Nc3ccccc3C(=O)O)cc2C1=O
→ 1%, -16%, -10%
- CCN(CC)S(=O)(=O)c1ccc(OC)c(NC(=O)c2cccc(C)c2[N+](=O)[O-])c1
→ -8%, 1%, 6%
- COc1ccc(C2=Nn3c(nnc3-c3ccccc3OC)SC2)cc1OC1CCOC1 (stereo not drawn)
→ -10%, 8%, x
- O=C(c1ccncc1)N1CCC[C@@]2(CCN(Cc3ccccc3)C2)C1
→ -3%, x, 3%
- COc1cccc(NC(=O)COC(=O)CC2CC3CCC2C3)c1 (stereo not drawn)
→ -4%, 1%, x
- O=C(COC(=O)c1cnccn1)Nc1ccc2c(c1)OCO2
→ -12%, -4%, 3%
- CCCCn1nc2cc(C(=O)NCCc3ccc(C)cc3)ccc2c1OCC
→ -22%, 3%, 2%
- Cc1ccccc1OCC(=O)Nc1cc(S(=O)(=O)N2CCOCC2)ccc1N1CCCC1
→ -7%, 6%, x
- Cc1ccc(C(=O)N(CC(=O)Nc2sc(C)c(C)c2C(N)=O)C2CCCC2)cc1
→ -6%, -9%, u
- CCNC(=O)C(Cc1ccccc1)NC(=O)OCc1ccccc1 (stereo not drawn)
→ 1%, -14%, 3%
- CCC1(C)OC(=O)N(CCCn2ccnc2C)C1(C)O (stereo not drawn)
→ -10%, -12%, 1%
- CC1CC(C)CN(S(=O)(=O)N2CCCC(C(=O)NC3CCCCC3)C2)C1 (stereo not drawn)
→ -2%, 24%, 0%
- C[N+](C)(C)CCOC(=O)C1(c2ccccc2)CCCC1
→ 3%, -1%, -21%
- Cn1cc(C(N)=O)c2ccccc21
→ 2%, -11%, -11%
- CN(CCc1cn[nH]c1)Cc1nc(C(c2ccccc2)c2ccccc2)no1
→ 2%, -14%, 3%
- CCN(CC)S(=O)(=O)c1cc(Cl)ccc1OC
→ -2%, 13%, 6%
- COCCNC(=O)C1CCC(=O)N1S(=O)(=O)c1ccc(C)cc1 (stereo not drawn)
→ -10%, 12%, 0%
- CCOC(=O)c1cnc2ccc(Cl)cc2c1Nc1ccc(N2CCOCC2)cc1
→ -2%, 7%, x
- CCOC(=O)CCC(NC(=O)c1ccc(NCN2C(=O)CCC2=O)cc1)C(=O)OCC (stereo not drawn)
→ x, -11%, 0%
- Cc1ccccc1OCC(=O)NCCC(=O)O
→ -1%, -2%, -2%
- Brc1ccc(-n2c(SCc3nc4ccccc4[nH]3)nnc2-c2ccncc2)cc1
→ 34%[activator], 5%, 2%
- O=C(c1cn(-c2ccccc2)nc1-c1ccc(Br)cc1)N1CCOCC1
→ -2%, 10%, 7%
- Cc1ccc(C2NNC(=O)C2NC(=O)c2ccccc2)cc1 (stereo not drawn)
→ -3%, -12%, -8%
- O=C(O)CSc1nc(-c2ccccc2)nc2c1oc1ccccc12
→ -1%, -12%, 10%
- Cc1ccc2cc(C(c3nnnn3C3CCCC3)N(Cc3ccccc3)Cc3ccco3)c(=O)[nH]c2c1 (stereo not drawn)
→ -11%, -15%, u
- CCc1ccc(CN2CCC(Oc3ccc(C(=O)N4CCCCC4)cc3)CC2)cc1
→ -1%, -7%, -11%
- Cc1nnc(C)n1/N=C/c1ccc(-c2ccccc2)cc1
→ -8%, -6%, x
- COc1ccc(NCC(=O)N/N=C(\C)c2cc3ccccc3o2)cc1
→ 4%, 5%, 2%
- COc1ccc(C(=O)O)cc1S(=O)(=O)N(C)C
→ 1%, 0%, -21%
- COc1ccc(NC(=S)N2CCN(C/C=C/c3ccccc3)CC2)cc1OC
→ 1%, -3%, 1%
- NS(=O)(=O)c1ccc(CCNC(=O)c2ccc([N+](=O)[O-])s2)cc1
→ -8%, 3%, -3%
- O=C(O)CCn1c(SCCOc2ccccc2F)nc2ccccc21
→ -4%, 15%, -21%
- CN1C(=O)c2ccccc2Sc2ccc(NC(=O)N3CCN(c4ccccc4F)CC3)cc21
→ -8%, 2%, x
- CCc1ccc(N=C2NC(=O)/C(=C/c3cc(OC)c(OC)c(OC)c3)S2)cc1
→ -4%, 15%, -2%
- CC(C#N)Sc1ncnc2sc3c(c12)CCC3 (stereo not drawn)
→ -4%, -7%, u
- CCCN(C(=O)c1cc(Cl)nc2ccccc12)C1CCS(=O)(=O)C1 (stereo not drawn)
→ -14%, -7%, -9%
- CCOc1ccccc1N(CC(=O)NCCc1ccccc1)C(=O)CCC(=O)Nc1ccccn1
→ -3%, 9%, -1%
- COc1ccc(CCNc2nc(N3CCCCC3)nc(N3CCCCC3)n2)cc1OC
→ -10%, -8%, -1%
- Cc1ccc(C(=O)c2ccccc2C(=O)OCC(=O)N2C(C)CCCC2C)cc1 (stereo not drawn)
→ 1%, -7%, x
- CN(Cc1ccccc1F)C(=O)c1ccccc1Sc1ccccc1C#N
→ -3%, -22%, 3%
- Cc1cc(OCC(=O)Nc2ccc(S(=O)(=O)N3CCN(C)CC3)cc2)ccc1Br
→ -4%, -13%, -12%
